mIAP block – inhibitors of mouse IAP, primary screen, biochemical, luminescence, uHTS; inhibition, % at 10 µM; AID 2806, 2010; purified mouse IAP, CDP-Star luminescence, 30 min; hit rate 0.2% among 330,000; intestinal alkaline phosphatase [Mus musculus];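 active means inhibition of at least 40% at 10 µM in the primary screen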;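 further: plate controls were DMSO with enzyme for no effect and no enzyme wells for full effect; values of inactives mirror those of a sister screen read the other way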
hIAP block – human IAP inhibitors, primary screen, biochemical, luminescence, uHTS. hit rate 0.12% among 330,000. inhibition, % at 10 µM. Intestinal-type alkaline phosphatase (Homo sapiens), P09923. purified IAP, CDP-Star luminescence, 30 min. AID 2544, 2010;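 active means inhibition reaching a set limit with compound at 10 µM in the primary screen, cut at about 35% in these data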;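 further: plate controls were DMSO wells with enzyme for no effect and no-enzyme buffer wells for full effect; values of inactives mirror those of a sister screen read the other way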
hIAP activ – human IAP activators, primary screen, biochemical, luminescence, uHTS; AID 2524, 2010; Intestinal-type alkaline phosphatase (Homo sapiens), P09923; hit rate 0.16% among 330,000; activation factor at 10 µM; purified human IAP, CDP-Star luminescence, 30 min; hits give high values; 1 = vehicle-only enzyme, 0 = enzyme-free background;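 active means activation factor of the enzyme at least 2-fold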; further: the source names both 10 and 20 µM as test concentration; values of inactives mirror those of a sister screen read the other way
APOBEC3A inh – APOBEC3A ssDNA deaminase inhibitors, primary screen, selectivity assay for APOBEC3G inhibitor project, biochemical, FAM/TAMRA oligo cleavage fluorescence; inhibition, % at 20 µM; AID 493011, 2011; DNA dC->dU-editing enzyme APOBEC-3A (Homo sapiens), P31941; hit rate 0.41% among 330,000; recombinant A3A, FAM/TAMRA ssDNA deamination fluorescence;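 active means at least 40% inhibition at 20 µM here, with at most 30% in a related deaminase screen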;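 further: plate controls were A3A with DMSO for no effect and wells lacking A3A enzyme for full effect; some results filed as inactive read as strong as hits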
PfGluPho inh – PfG6PD enzyme inhibitors, primary screen, biochemical, fluorescence intensity, uHTS | AID 504690, 2011 | inhibition, % at 20 µM | hit rate 0.78% among 350,000 | PfGluPho enzyme, NADPH resazurin-diaphorase fluorescence;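 active means inhibition reaching at least a set limit at 20 µM in the primary screen, cut at about 59% in these data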;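 further: 0% = DMSO wells with substrate and 100% = DMSO wells lacking glucose-6-phosphate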
ATG4B inh – ATG4B protease inhibitors, primary screen, biochemical, fluorescence, uHTS. Cysteine protease ATG4B (Homo sapiens), Q9Y4P1. ATG4B cleavage of LC3-PLA2, NBD-HPC fluorescence, 1 h. inhibition, % at 8.33 µM. hit rate 0.51% among 340,000. AID 504462, 2011; in the data active means inhibition above about 40%
mIAP act – activators of mouse IAP, primary screen, biochemical, luminescence, uHTS | intestinal alkaline phosphatase [Mus musculus] | muIAP, CDP-Star luminescence, 30 min; hits give high values; 1 = vehicle-only enzyme signal, 0 = enzyme-free wells | activation factor at 10 µM | hit rate 0.24% among 330,000;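 active means activation factor of at least 2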; further: the source names both 10 and 20 µM as test concentration; values of inactives mirror those of a sister screen read the other way
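System: mouse IAP enzyme. Reagent: CDP-Star chemiluminescent phosphatase substrate. Benchmarks: DMSO wells, no-enzyme wells. Times: 30 min enzyme-substrate-compound incubation at room temperature. Detection: luminescence from enzymatic CDP-Star hydrolysis. Doses: test compounds delivered from DMSO solution.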
HKDC1 inhibitor – HKDC1 hexokinase inhibitors, primary screen, biochemical, fluorescence, uHTS | AID 493160, 2011 | recombinant HKDC1, G6PDH/diaphorase resazurin coupled fluorescence | Q2TB90 | hit rate 0.16% among 340,000 | inhibition, % at 20 µM;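 active means inhibition above about 35% when tested at 20 µM, limit read from the data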;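 further: plate controls were DMSO wells with enzyme for no effect and DMSO wells lacking enzyme for full effect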
Target sequence (Q2TB90 whole entry, looked up): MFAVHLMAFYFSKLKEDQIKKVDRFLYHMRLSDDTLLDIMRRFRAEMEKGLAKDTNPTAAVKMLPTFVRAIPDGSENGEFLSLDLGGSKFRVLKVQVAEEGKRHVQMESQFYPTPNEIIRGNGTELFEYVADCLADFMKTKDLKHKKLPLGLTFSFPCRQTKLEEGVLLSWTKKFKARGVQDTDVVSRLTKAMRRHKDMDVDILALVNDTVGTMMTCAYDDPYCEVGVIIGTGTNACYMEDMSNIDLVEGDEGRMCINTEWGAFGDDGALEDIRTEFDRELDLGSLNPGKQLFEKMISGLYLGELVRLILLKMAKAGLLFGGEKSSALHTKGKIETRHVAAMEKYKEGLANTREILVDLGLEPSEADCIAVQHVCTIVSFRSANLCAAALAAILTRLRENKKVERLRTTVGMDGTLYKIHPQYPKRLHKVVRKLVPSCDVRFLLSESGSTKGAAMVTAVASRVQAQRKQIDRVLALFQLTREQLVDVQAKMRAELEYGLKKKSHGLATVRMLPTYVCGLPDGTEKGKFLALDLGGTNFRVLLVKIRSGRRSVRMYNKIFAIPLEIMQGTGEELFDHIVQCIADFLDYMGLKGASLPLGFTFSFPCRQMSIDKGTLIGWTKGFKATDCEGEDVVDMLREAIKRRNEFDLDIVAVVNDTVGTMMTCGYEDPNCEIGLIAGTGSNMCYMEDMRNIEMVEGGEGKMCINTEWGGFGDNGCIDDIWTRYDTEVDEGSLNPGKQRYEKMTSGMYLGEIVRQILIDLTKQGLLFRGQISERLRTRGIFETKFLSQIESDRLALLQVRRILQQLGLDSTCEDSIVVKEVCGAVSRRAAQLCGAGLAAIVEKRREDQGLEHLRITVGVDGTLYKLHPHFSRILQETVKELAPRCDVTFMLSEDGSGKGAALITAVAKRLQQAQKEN
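Test system: recombinant HKDC1 (HK5) hexokinase enzyme, produced in-house / Doses: 20 µM test compound, 1% DMSO / Timing: 90 min, room temperature / Detection: G6PDH/diaphorase-coupled fluorescence, 1 mM NADP, 100 µM resazurin, 525/613 nm / Control set: DMSO wells with and without enzyme mix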
* = called active by the depositor; nt = no result given; & = joins results of further samples.

SMILES	mIAP block	hIAP block	hIAP activ	APOBEC3A inh	PfGluPho inh	ATG4B inh	mIAP act	HKDC1 inhibitor
CN(c1ccccc1)S(=O)(=O)c1ccc(Cl)c(C(=O)Nc2ccncc2)c1	3	-21	1.2	1	15	-6	0.97	7
CC(C)OC(=O)C1C(=O)CC(C)(O)C(C(=O)OC(C)C)C1c1cccc([N+](=O)[O-])c1 (stereo not given)	10	0	1	-5	7	-10	0.91	-8
CCOP(=O)(O)c1ccccc1OCCCCCOc1ccccc1P(=O)(O)OCC	-3	-10	1.1	-1	-14	-3	1	-5
CCOC(=O)N1CCN(C(=O)/C(=C/c2ccc(Cl)cc2)NC(=O)c2ccccc2)CC1	2	6	0.94	5	-14	1	0.98	3
CCOc1ccc(N2C(=O)c3cccnc3C2Nc2ccc(C)cc2)cc1 (stereo not given)	-1	6	0.94	4	-5	10	1	-6
COc1ccc(CN(C)C(=O)Cc2ccsc2)c(OC)c1OC	-3	5	0.95	-4	-1	-13	1	1
CCCCCCn1c(SCC(C)C)nc2c1c(=O)[nH]c(=O)n2C	-6	-3	1	2	-6	-4	1.1	-4
COc1ccc(CCNC(=O)c2ccc3nc(-c4ccco4)c(-c4ccco4)nc3c2)cc1OC	28	-20	1.2	74	62*	15	0.72	27
CCOC(=O)Nc1ccc(S(=O)(=O)NCc2ccccc2)cc1	3	-1	1	1	12	-8	0.97	0
CC(=O)N1CCC(O)(c2ccc3c(c2)OCO3)CC1	4	17	0.83	-4	1	-2	0.96	-6
N#C/C(=C\c1ccc(Cl)cc1)C(=O)NC1CC1	-4	-2	1	-6	9	-12	1	-1
Clc1cccc(N/N=C/c2ccncc2)c1	3	9	0.91	0	-5	1	0.97	-2
CC(Oc1ccc2c3c(c(=O)oc2c1)CCC3)C(=O)NCCN1CCOCC1 (stereo not given)	4	-23	1.2	-2	2	-9	0.96	4
COc1ccc(CN(C)C(C)C(=O)Nc2ccc(S(=O)(=O)N3CCCCC3)cc2)c(OC)c1 (stereo not given)	-6	23	0.77	-2	9	0	1.1	0
CCOc1ncccc1C(=O)N=C1SCCN1C(=O)c1cccnc1OCC	13	-4	1	-1	-7	2	0.87	4
Cc1cccc(NC(=O)CC2Nc3cccc4cccc(c34)NC2=O)c1 (stereo not given)	20	3	0.97	3	32	-2	0.8	8
CC1(C)CCCC2=C1CC1C(=O)N(c3ccccc3)C(=O)C1C2 (stereo not given)	-14	2	0.98	3	7	-10	1.1	-4
O=C(Nc1ccon1)c1nc[nH]c1C(=O)N1CCN(c2ccccc2)CC1	18	-69	1.7	1	4	-8	0.82	6
Cc1ccc(NC(=O)C2CC(=O)Nc3nc4ccccc4n32)c(C)c1 (stereo not given)	-253	-169	2.7*	2	-4	0	3.5*	-7
COc1ccc(/C(C#N)=C/c2cccnc2)cc1	0	16	0.84	0	nt	nt	1	nt
Cc1ccc(S(=O)(=O)NCCCCCC(=O)NC(C)(C)CO)cc1	-20	6	0.94	-12	0	-7	1.2	-4
O=C1CC(NS(=O)(=O)c2cccs2)CN1c1ccc(F)cc1 (stereo not given)	-7	12	0.88	-3	-3	-4	1.1	3
C=CCn1c(SCC(=O)c2cc(C)n(Cc3cccs3)c2C)nnc1-c1ccncc1	-4	-20	1.2	4	20	-4	1	-3
c1ccc(-c2nnc(-c3ccccn3)s2)nc1	-2	-10	1.1	-4	1	-3	1	-2

One compound at a time, as listed above.
Cc1cccc(NC(=O)CC2Nc3cccc4cccc(c34)NC2=O)c1 (stereo not given) reads mIAP block = 20; hIAP block = 3; hIAP activ = 0.97; APOBEC3A inh = 3; PfGluPho inh = 32; ATG4B inh = -2; mIAP act = 0.8; HKDC1 inhibitor = 8
O=C1CC(NS(=O)(=O)c2cccs2)CN1c1ccc(F)cc1 (stereo not given) reads mIAP block = -7; hIAP block = 12; hIAP activ = 0.88; APOBEC3A inh = -3; PfGluPho inh = -3; ATG4B inh = -4; mIAP act = 1.1; HKDC1 inhibitor = 3

Going on with the list:
SMILES	mIAP block	hIAP block	hIAP activ	APOBEC3A inh	PfGluPho inh	ATG4B inh	mIAP act	HKDC1 inhibitor
COc1ccc(CCN2C(=O)/C(=C\c3ccco3)SC2=S)cc1OC	42*	-1	1	1	12	-9	0.58	-10
COc1cccc(NC(=O)CN(C)C(=O)[C@@H]2CCCN2C(=O)c2cccs2)c1	-1	-5	1.1	-2	5	-4	1	0
CC1CCCN(Cc2nc3c(c(=O)n(C)c(=O)n3C)n2CC(=O)c2ccccc2)C1 (stereo not given)	-2	12	0.88	-3	15	-9	1	-1
Cc1nnc(NC(=O)C(C)Sc2nnc(CNC(=O)c3ccccc3F)n2C)s1 (stereo not given)	4	2	0.98	-3	-3	-2	0.96	-9
CCOc1ccccc1-n1c(C)cc(C=O)c1C	2	-9	1.1	-5	40	-2	0.98	-5
CN1CCNC(=O)C1CC(=O)NCC1(c2ccccc2)CCCCC1 (stereo not given)	2	2	0.98	-1	-15	23	0.98	-3
Nc1nnnn1N=C1CCCCC1	-5	-10	1.1	4	-14	-2	1.1	4
O=C(NC(=S)Nc1ccc(S(=O)(=O)Nc2nccs2)cc1)c1ccc(F)c(F)c1	15	9	0.91	-3	0	-4	0.85	-4
Cc1ccc(-c2nnc(Nc3ccc4c(c3)OCO4)c3ccccc23)cc1S(N)(=O)=O	6	-2	1	-2	51	-4	0.94	0
Cc1c(NC(=O)COC(=O)CSc2ccc([N+](=O)[O-])cc2)c(=O)n(-c2ccccc2)n1C	-2	10	0.91	0	0	-13	1	-8
CCOC(=O)C1(CC2CC2)CCN(Cc2cn(C)c3ccccc23)CC1	5	-3	1	-1	2	-8	0.95	-3
COC(=O)c1cc(Br)c(=O)n(CCN(C(C)C)C(C)C)c1	1	-2	1	-6	-15	-1	0.99	-8
CC1(C)Cc2noc(N)c2C(C)(C)N1OC(=O)c1ccccc1	7	0	1	-3	-4	-1	0.93	-5
O=c1[nH]nc2n1CCCCC2	-13	6	0.94	2	-1	1	1.1	-7
Cc1ccc(O)c(C(CC(=O)N2CCCC2)c2ccccc2)c1 (stereo not given)	8	4	0.96	1	-14	-3	0.92	1
COc1ccc(CC(=O)NNC(=O)CN(C)S(=O)(=O)c2ccc(Cl)cc2)cc1OC	-7	-36	1.4	0	-14	-1	1.1	-1
CN(C)N1C(N)=C(C#N)C(c2ccc(Cl)cc2)C2=C1CCCC2=O (stereo not given)	6	1	0.99	-4	14	3	0.94	-5
COc1ccc(CCNC(=O)c2ccc3c(c2)N(Cc2ccccc2)CCS3)cc1OC	-62	-27	1.3	-6	14	1	1.6	1
COc1ccc(CCNC2=CC(=O)N(c3ccc(F)cc3)C2=O)cc1	-6	8	0.92	3	-1	6	1.1	-3
CCCOc1ccc(-c2nc(C#N)c(N3CCc4ccccc4C3)o2)cc1	4	0	1	2	4	8	0.95	-1
CC1CCC(NCC(=O)Nc2cccc(S(N)(=O)=O)c2)CC1 (stereo not given)	-5	13	0.87	-2	-13	-4	1.1	-6
CC[C@H](C)[C@H](NC(=O)OCc1ccccc1)C(=O)OCC(=O)Nc1ccc(N2CCOCC2)cc1	2	3	0.97	-3	12	-4	0.98	-1
CCOC(=O)c1sc(NC(=O)CN2C(=O)C3CC=CCC3C2=O)nc1C (stereo not given)	8	-14	1.1	0	-5	1	0.92	-5
CN(CCCNC(=O)Cn1cc2c(n1)CCCC2)C1CCCCC1	-15	-9	1.1	-3	-11	2	1.1	-6
O=C(NNC(=O)C1CCCCC1)c1ccc(Br)cc1	0	4	0.96	-1	-13	-13	0.99	3
Cc1cc2cc(C#N)c(N3CCN(S(C)(=O)=O)CC3)nc2cc1C	2	-9	1.1	1	6	2	0.98	8
CCC(=O)Nc1cccc(-c2ccc(N3CCC(C)CC3)nn2)c1	-2	-26	1.3	-1	10	-22	1	-4
O=C(Nc1cccc2ncccc12)c1cc(Br)ccc1Cl	1	22	0.78	-1	-7	-1	0.99	-11
CCOc1ccccc1N(C)S(=O)(=O)c1ccc2[nH]cc(C(=O)N(CCOC)CCOC)c(=O)c2c1	3	-4	1	-1	20	4	0.97	-4
COc1cccc2cc(C(=O)N3CCC(C)CC3)c(=O)oc12	10	17	0.83	-4	29	2	0.9	-7
C=CCOc1cc(C)nc(-c2ccccc2O)n1	-2	3	0.97	-3	-3	-6	1	-1
COc1ccc(CNC(=O)c2c(O)c3cc(OC)c(OC)cc3[nH]c2=O)cc1OC	-1	-9	1.1	-5	-15	4	1	0
COc1ccc(CN2CCC(CO)(Cc3cccc(C(F)(F)F)c3)CC2)cc1Cn1cccn1	7	13	0.87	1	-12	-3	0.93	0
Nn1c(SCc2ccc(F)cc2)nnc1-c1cccnc1	0	6	0.94	0	9	-6	0.99	-4
COc1ccc(/C=C2\CCc3ccccc3C2=O)cc1Cn1cccn1	7	9	0.91	3	33	31	0.93	15
Cc1ccc(NS(=O)(=O)c2ccc(-n3cccn3)cc2)cc1C	5	-7	1.1	-3	7	-10	0.95	-2
O=C(NNC(=O)C1CC=CCC1)c1cccc(Br)c1 (stereo not given)	6	-8	1.1	-1	7	-5	0.94	-4
COc1cccc2cc(C(=O)Nc3ccc(S(=O)(=O)NCC4CCCO4)cc3)c(=O)oc12 (stereo not given)	5	4	0.96	-1	-2	-4	0.95	-7
CN(C)CCNC(=O)C(=O)NCC1OCCN1S(=O)(=O)c1cc(F)ccc1F (stereo not given)	-2	-10	1.1	-1	7	-1	1	-12
CC(=O)c1c(C(C)=O)c(C)n(-c2ccc3ncccc3c2)c1C	-2	-10	1.1	0	-6	-4	1	-1
CCCCC1CC(CSc2ncn[nH]2)OC1=O (stereo not given)	7	6	0.94	-2	-1	-14	0.93	0
Fc1ccc(F)c(CNc2ncnc3cc(Cl)ccc23)c1	-5	4	0.96	7	11	6	1.1	-5
Cc1cc(C)n(CCCNCC(O)c2ccccc2)n1 (stereo not given)	4	-12	1.1	0	-6&1	-3&-9	0.96	-8&-2
C/C(Cc1ccccc1)=N\NC(=O)CNC(=O)c1ccccc1Cl	-1	-3	1	2	-13	6	1	0
COc1ccc(CN2CCNC(=O)C2CC(=O)NC2Cc3ccccc3C2)c(OC)c1 (stereo not given)	-3	-20	1.2	-4	6	24	1	-13
CSc1cccc(N2CC(C(=O)Nc3ccccc3N3CCCC3)CC2=O)c1 (stereo not given)	-12	6	0.94	5	-22	15	1.1	3
CC(NC(=O)Cc1ccc(S(=O)(=O)N2CCOCC2)s1)c1ccc(Cl)cc1Cl (stereo not given)	-17	-9	1.1	-5	11	-8	1.2	-1
CCCCNC(=O)Nc1cc(C(=O)OC)ccc1Cl	4	-10	1.1	7	-11	13	0.96	-3
Cc1c(Cl)cccc1NC(=O)CNC(=O)CCCc1nc2ccccc2c(=O)[nH]1	-7	-4	1	30	-7	-7	1.1	1
